NFkB transloc inh – blocks IL-1B driven NFkB nuclear translocation in HUVEC cells; HUVEC IL-1B NFkB p65 nuclear translocation imaging; inhibition, % at 2 µM; 94,000 compounds, 0.43% hits;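 active = inhibition above about 30% together with a positive call from visual inspection of the well image, limit read from the data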;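 note: nuclear over cytoplasmic p65 intensity ratio measured by imaging; 0% = IL-1B stimulated DMSO wells and 100% = unstimulated DMSO wells; values of inactives mirror those of a sister screen read the other way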
MRP resist rev – reverses drug resistance mediated by MRP; differential viability (reversal), % at 10 µM; H69AR cells + 2 uM doxorubicin, CellTiter-Glo, 72 h; AID 602; 85,000 compounds, 0.04% hits;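 active = viability drop by adding the cancer drug above about 55%, with treated viability meeting a 40% cutoff, limit read from the data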;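 note: viability without doxorubicin minus viability with 2 µM doxorubicin for each compound; larger differential means the compound sensitizes cells more to doxorubicin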
Bcl-B displacement – displacers of TR3 peptide from Bcl-B, primary screen, selectivity assay for Bfl-1 inhibitor project, biochemical, fluorescence polarization; one-dose displacement, % at 20 µM; IC50 in µM for titrated hits; 96,000 compounds, 0.11% hits; FP displacement of FITC-TR3 peptide from Bcl-B; higher % means a stronger effect;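 active = displacement above 50% at 20 µM plus a fluorescence interference ratio under 1.5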;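 note: plate controls were wells without compound for no effect and wells lacking Bcl-B protein for full effect; a part of the inactive calls stands beside numbers as strong as those of hits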
PLAP inhibition – inhibition of human placental alkaline phosphatase – biochemical, luminescence, HTS (AID 690); 96,000 compounds, 0.08% hits; purified PLAP, luminescent substrate; higher % means a stronger effect; inhibition, % at 20 µM; hits with a dose series show IC50 in µM; in the data active = a potency from the dose series; inactive = the rest, 99 in 100 with inhibition below about 30%; note: strong numbers were not always called active
NFkB transloc pot – enhances IL-1B driven NFkB nuclear translocation | HUVEC IL-1B NFkB p65 nuclear translocation imaging | activation, % at 2 µM | 94,000 compounds, 0.3% hits | AID 819;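 active = activation above 40%, about the mean plus 3 SD, also judged a hit on visual image review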;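 note: percent activation is computed from the nuclear over cytoplasmic p65 intensity ratio; values of inactives mirror those of a sister screen read the other way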
MRP resist rev cytotoxicity – also measured in MRP resist rev; calls as there; viability, %; H69AR cells, CellTiter-Glo, 72 h; measured here: cytotoxicity without doxorubicin
MRP resist rev with doxorubicin – further read-out of MRP resist rev, marked with its call; viability, %; measured here: viability with 2 uM doxorubicin; active compounds read low
NFkB transloc inh cell count 2 µM – further read-out of NFkB transloc inh, marked with its call; cell count; measured here: cells passing quality filter;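 raw number of nuclei counted in each imaged well without normalization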
NFkB transloc pot cell count 2 µM – also measured in NFkB transloc pot; calls as there; cell count; measured here: cells passing quality filter
* = called active by the depositor; . = not tested or not shown. Some of the compounds tested; rates above refer to the full screens.

SMILES	NFkB transloc inh	NFkB transloc inh cell count 2 µM	MRP resist rev	MRP resist rev cytotoxicity	MRP resist rev with doxorubicin	Bcl-B displacement	PLAP inhibition	NFkB transloc pot	NFkB transloc pot cell count 2 µM
COc1ccc(N2CCN(C(=O)CCNS(=O)(=O)c3ccc(Br)s3)CC2)cc1	0	151	1	88	87	2%	-51%	0	151
COc1ccc(-n2c(=O)cc(N3CCN(c4ccccc4)CC3)[nH]c2=O)cc1	8	128	3	78	75	-1%	-1%	-8	128
CCOC(=O)C1(Cc2ccccc2)NC(c2ccccc2F)C2C(=O)N(CC)C(=O)C21 (configuration not stated)	-6	83	-12	68	80	9%	-63%	6	83
O=C(c1cccc(F)c1)N1CCN(c2ccc([N+](=O)[O-])c(N3CCCCC3)c2)CC1	-12	168	.	.	.	-1%	-11%	12	168
CCc1nc2sc3c(c2c(=O)n1N)CCC3	8	104	19	81	62	1%	13%	-8	104
CCOC(=O)COn1c(=O)c(-c2cccs2)[n+]([O-])c2ccccc21	-8	96	7	87	79	62%	-2%	8	96
CCN(CC)CCCn1c(C)cc2c(c1=O)C(c1cc(OC)c(OC)cc1OC)C(C#N)=C(N)O2 (configuration not stated)	14	54	-6	88	94	-5%	-9%	-14	54
CCCn1c(NCc2cc(C)ccc2O)nc2ccccc21	-6	171	6	73	66	-2%	-11%	6	171
CC(C)(C)c1cn(-c2ccc(F)cc2)c(=S)[nH]1	-25	173	-9	98	107	10%	14%	25	173
C[C@H](NC(=O)NC1CCCc2ccccc21)C(=O)O (some centres not stated)	1	162	-3	90	93	-14%	-4%	-1	162
O=C(Cc1c[nH]c2ccccc12)Nc1nc2ccccc2[nH]1	-4	118	-8	64	72	2%	-30%	4	118
O=C(c1cccc(F)c1)N1CCN(CC2CC3C=CC2C3)CC1 (configuration not stated)	-13	124	5	90	86	7%	-54%	13	124
Cn1c(=O)n(C)c2cc([N+](=O)[O-])c(N3CCN(C(=O)c4ccccc4)CC3)cc21	12	124	.	.	.	7%	16%	-12	124
COC(=O)c1ccccc1NC(=O)C1CCN(C(=O)c2cc(OC)c(OC)c(OC)c2)CC1	0	79	.	.	.	22%	-62%	0	79
Cc1ccc(CNC(=O)C23CN(Cc4ccccc4)CC2C(c2ccc([N+](=O)[O-])cc2)=NO3)cc1 (configuration not stated)	-1	177	.	.	.	-23%	-20%	1	177
c1ccc2nc3c(cc2c1)CCCCCC3	-13	165	4	90	87	6%	-22%	13	165
COC(=O)c1cc2oc(C)cc2n1CC(=O)Nc1ccc(C)c(C)c1	8	108	7	91	84	-7%	8%	-8	108
O=C(Nc1ccc2c(c1)OCCO2)C1CCN(S(=O)(=O)c2cccc3nsnc23)CC1	-7	187	14	92	78	-3%	-6%	7	187
CCC(=O)Nc1c2c(nn1-c1ccccc1C)CSC2	-24	132	13	86	73	.	.	23	132
CC(C)(C)n1nc2c(c1NC(=O)COc1ccc3ccccc3c1)CS(=O)(=O)C2	-5	198	-1	95	96	6%	-15%	5	198
O=C(N1CCOCC1)N1CCC(n2nnc3ccccc32)CC1	.	.	12	95	84	-6%	-16%	.	.
Cc1ccc(-c2nc3ccccc3s2)cc1NC(=S)NC(=O)/C=C/c1ccco1	-4	196	.	.	.	-3%	0%	4	196
O=C(COc1cccc(OC(F)F)c1)Nc1ccc(SC(F)F)cc1	-22	125	.	.	.	-5%	18%	22	125
COc1ccccc1NC1=NC(c2ccc(Cl)cc2)N=C(N)N1 (configuration not stated)	-9	119	-10	20	29	3%	-116%	9	119
COC(=O)C(CC(C)C)Oc1ccc2c(C)cc(=O)oc2c1 (configuration not stated)	-24	107	2	91	88	-11%	-17%	24	107
CCC1=NN(C(=O)C(=O)Nc2ccc(OC)cc2)C(O)(C(F)(F)F)C1 (configuration not stated)	-1	140	.	.	.	-9%	-20%	1	140
Cc1nc(SCC(=O)NCc2ccc(F)cc2)c2c(=O)n(C)c(=O)n(C)c2n1	-2	164	9	85	76	-5%	-9%	2	164
Cc1nn(-c2ccccc2)c2c1C(O)n1c(nc3ccccc31)S2 (configuration not stated)	.	.	.	.	.	-6%	-12%	.	.
COc1cc2c(C(=O)N3CCN(C)CC3)c(C)oc2cc1Br	-24	182	11	98	86	3%	-19%	24	182
CC(C)C(=O)Nc1ccc(C(=O)N2CCN(C(=O)c3ccco3)CC2)cc1	5	128	1	99	97	-6%	-12%	-5	128

Exported with each value named: entries from further up
COC(=O)C(CC(C)C)Oc1ccc2c(C)cc(=O)oc2c1 (configuration not stated)
- NFkB transloc inh = -24
- NFkB transloc inh cell count 2 µM = 107
- MRP resist rev = 2
- MRP resist rev cytotoxicity = 91
- MRP resist rev with doxorubicin = 88
- Bcl-B displacement = -11%
- PLAP inhibition = -17%
- NFkB transloc pot = 24
- NFkB transloc pot cell count 2 µM = 107

CCC1=NN(C(=O)C(=O)Nc2ccc(OC)cc2)C(O)(C(F)(F)F)C1 (configuration not stated)
- NFkB transloc inh = -1
- NFkB transloc inh cell count 2 µM = 140
- MRP resist rev = .
- MRP resist rev cytotoxicity = .
- MRP resist rev with doxorubicin = .
- Bcl-B displacement = -9%
- PLAP inhibition = -20%
- NFkB transloc pot = 1
- NFkB transloc pot cell count 2 µM = 140

Compound profiles, as listed above. Screens in order: NFkB transloc inh | NFkB transloc inh cell count 2 µM | MRP resist rev | MRP resist rev cytotoxicity | MRP resist rev with doxorubicin | Bcl-B displacement | PLAP inhibition | NFkB transloc pot | NFkB transloc pot cell count 2 µM
C[C@H](NC(=O)NC1CCCc2ccccc21)C(=O)O (some centres not stated) is entered as 1 | 162 | -3 | 90 | 93 | -14% | -4% | -1 | 162
Cc1ccc(CNC(=O)C23CN(Cc4ccccc4)CC2C(c2ccc([N+](=O)[O-])cc2)=NO3)cc1 (configuration not stated) is entered as -1 | 177 | . | . | . | -23% | -20% | 1 | 177
COc1ccc(-n2c(=O)cc(N3CCN(c4ccccc4)CC3)[nH]c2=O)cc1 is entered as 8 | 128 | 3 | 78 | 75 | -1% | -1% | -8 | 128
CCOC(=O)C1(Cc2ccccc2)NC(c2ccccc2F)C2C(=O)N(CC)C(=O)C21 (configuration not stated) is entered as -6 | 83 | -12 | 68 | 80 | 9% | -63% | 6 | 83
Cc1nc(SCC(=O)NCc2ccc(F)cc2)c2c(=O)n(C)c(=O)n(C)c2n1 is entered as -2 | 164 | 9 | 85 | 76 | -5% | -9% | 2 | 164

More records.
SMILES	NFkB transloc inh	NFkB transloc inh cell count 2 µM	MRP resist rev	MRP resist rev cytotoxicity	MRP resist rev with doxorubicin	Bcl-B displacement	PLAP inhibition	NFkB transloc pot	NFkB transloc pot cell count 2 µM
O=C1CCC(C(=O)N(Cc2ccco2)C2(C(=O)NC3CCCC3)CCCCC2)N1 (configuration not stated)	-13	52	-28	47	75	14%	0%	13	52
COCCNC(=O)c1ccc(C)c(S(=O)(=O)Nc2ccc(C)cc2)c1	13	103	-9	83	92	-4%	-15%	-13	103
O=C(NC1CCCc2ccccc21)C1CCN(S(=O)(=O)c2cccc3nsnc23)CC1 (configuration not stated)	-1	166	-1	70	71	-3%	6%	1	166
CCCCC1=NN2C(=N)CC(=O)N=C2S1	-24	180	.	.	.	-6%	4%	24	180
Cc1c(C#N)c2ccccc2n1CC(=O)NC(C)c1ccccc1 (configuration not stated)	-5	139	-12	55	67	2%	-20%	5	139
C/C(CCc1ccc2c(c1)OCO2)=N\N=C1\NC(=O)CC(C(=O)Nc2ccccc2)S1 (configuration not stated)	-2	106	.	.	.	1%	-34%	2	106
CCn1c(=N)n(CC(=O)c2ccco2)c2ccccc21	-3	147	-41	52	94	3%	2%	3	147
CCOC(=O)CSC1=C(C#N)C(=O)NC2(CCCCC2)S1	16	149	15	103	88	122%	-33%	-16	149
COCCNC(=O)c1ccc(NS(=O)(=O)c2cc(C)ccc2C)cc1	12	110	-7	91	99	-2%	-14%	-12	110
CCc1ccc2c(c1)C1(NN=C(c3ccccc3)S1)C(=O)N2 (configuration not stated)	-3	118	-19	15	34	.	.	3	118
COc1ccc(C2C(C(N)=O)=C(C)Nc3nc(-c4ccccc4Cl)nn32)c(OC)c1 (configuration not stated)	.	.	2	90	88	2%	11%	.	.
COc1cc(OC)c(NC(=O)CCc2ccccc2)cc1Cl	12	113	-5	57	62	4%	11%	-12	113
COC(=O)c1c(C)[nH]c(C(=O)COC(=O)Cc2ccc3c(c2)OCCO3)c1C	-25	178	-21	55	76	-7%	11%	25	178
S=C(NCCSCc1ccc(Cl)cc1Cl)Nc1ccccc1	2	147	.	.	.	1%	16%	-2	147
CC(NC(=O)c1ccccc1)C(c1cccs1)N1CCOCC1 (configuration not stated)	9	169	11	98	87	-4%	11%	-9	169
Clc1cccc(CSc2nnc(-c3sccc3-n3cccc3)o2)c1	2	143	.	.	.	1%	19%	-2	143
COC(=O)C1=C(C)N=C2SCCC(=O)N2C1c1ccc(C(=O)OC)cc1 (configuration not stated)	-4	143	14	92	78	-2%	-1%	4	143
O=C(CSc1nc2cccnc2n1Cc1ccccc1)NC1CCCCC1	16	89	-2	85	87	.	.	-16	89
O=C(Nc1ccc2c(c1)OCO2)N1CCN(S(=O)(=O)c2ccc(Cl)cc2)CC1	-20	66	-6	81	86	-1%	21%	20	66
COc1cccc(-n2nnnc2SCC(=O)c2cc(OC)ccc2OC)c1	.	.	-6	40	46	-7%	12%	.	.
COCCNC(=O)C(C)OC(=O)c1cc2occc2n1C (configuration not stated)	.	.	-7	98	105	0%	-9%	.	.
CCOC(=O)c1ccccc1NC(=O)c1cn(CC)c2nc(C)ccc2c1=O	.	.	17	104	87	3%	.	.	.
COc1cccc(-c2nnc(SCC(=O)Nc3cc(C)ccc3OC)n2N)c1	4	165	8	92	84	-22%	6%	-4	165
COc1ccc(-c2nnc(SCC(=O)/C(C#N)=C(\C)N)o2)cc1	.	.	14	96	82	4%	-7%	.	.
COC(=O)COc1ccc(S(=O)(=O)Nc2ccccc2C(=O)OC)cc1	2	77	-3	91	94	-6%	20%	-2	77
Cc1cc(NC(=O)COn2nnc3ccc(Cl)cc32)no1	.	.	-5	94	99	13%	0%	.	.
CCCc1ccc(Oc2cc(C)nc(N3CCOCC3)n2)cc1	-18	127	16	97	80	15%	-18%	18	127
O=C(CCN1CCCC1)Nc1ccccc1	-4	142	13	117	104	-8%	7%	4	142
C=CCn1c(=O)c2ccccc2n2c(SCC(=O)NCc3cccs3)nnc12	.	.	-3	81	84	5%	16%	.	.
Cc1ccc(NC(=O)N2CCC(C(=O)NCc3ccccc3)CC2)cc1	4	94	-6	88	94	.	.	-4	94
CC(C)(C)c1ccc(OCC(=O)NNC(=O)Cc2cccs2)cc1	3	129	.	.	.	-9%	-81%	-3	129
O=C(COc1cccc2ccccc12)NNC(=O)Nc1ccccc1	1	150	.	.	.	-1%	-34%	-1	150
Cc1nn(Cc2c(F)c(F)c(F)c(F)c2F)c(C)c1NC(=O)c1ccc(COc2ccccc2Cl)cc1	-3	179	.	.	.	-4%	-2%	3	179
CCN1C(=O)C2(C(C#N)=C(N)Oc3n[nH]c(COC)c32)c2ccccc21 (configuration not stated)	-9	124	9	93	85	-8%	-64%	9	124
Cc1nc(N2CCC(C)CC2)c2oc3ccccc3c2n1	-24	197	-53	34	87	-1%	-47%	24	197
Cc1sc(NC(=O)c2ccco2)nc1-c1ccccc1	10	116	-18	53	71	-3%	3%	-10	116
